Lamin A splicing: modulators of lamin A splicing. HeLa LMNA splicing GFP/RFP minigene ratio, 48 h. Potency, µM (titrated, usually from 46.1 µM), inactives show at the highest dose ratio change, negative = inhibition, usual class: inhibitors. 0.01% of 200,000 active. AID 1487; active = well fitted inhibition curve with a large enough effect in the signal ratio, with a control signal flat, not every such curve was filed as active; inconclusive = small, poorly fitted or top-dose-only effect, or effect the other way, or a change in a side signal; the % refers to the signal ratio; also: % is scaled to controls: 0 for no effect and ±100 for the full control effect
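S3 HeLa cells stably expressing lamin A-EGFP splicing minigene plus DsRed2, 600 cells/well, 48 h compound exposure at 37C. Laser-scanning cytometry; analysed as GFP (500-530 nm)/RFP (575-640 nm) total intensity ratio; 0.5% DMSO vehicle.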
RECQ1 inh: blocks DNA unwinding by human RECQ1; 0.54% of 240,000 active; RECQ1 DNA unwinding, red fluorescence kinetic read; P46063; AID 2549; Potency, µM (doses to about 57.3 µM), inactives show top-dose activity, negative = inhibition, hits mostly inhibitors;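 also: plate controls were vehicle for no effect and no enzyme for full effect; nearly all actives have a fitted effect of over 30% in size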
Target sequence (P46063 whole entry, looked up): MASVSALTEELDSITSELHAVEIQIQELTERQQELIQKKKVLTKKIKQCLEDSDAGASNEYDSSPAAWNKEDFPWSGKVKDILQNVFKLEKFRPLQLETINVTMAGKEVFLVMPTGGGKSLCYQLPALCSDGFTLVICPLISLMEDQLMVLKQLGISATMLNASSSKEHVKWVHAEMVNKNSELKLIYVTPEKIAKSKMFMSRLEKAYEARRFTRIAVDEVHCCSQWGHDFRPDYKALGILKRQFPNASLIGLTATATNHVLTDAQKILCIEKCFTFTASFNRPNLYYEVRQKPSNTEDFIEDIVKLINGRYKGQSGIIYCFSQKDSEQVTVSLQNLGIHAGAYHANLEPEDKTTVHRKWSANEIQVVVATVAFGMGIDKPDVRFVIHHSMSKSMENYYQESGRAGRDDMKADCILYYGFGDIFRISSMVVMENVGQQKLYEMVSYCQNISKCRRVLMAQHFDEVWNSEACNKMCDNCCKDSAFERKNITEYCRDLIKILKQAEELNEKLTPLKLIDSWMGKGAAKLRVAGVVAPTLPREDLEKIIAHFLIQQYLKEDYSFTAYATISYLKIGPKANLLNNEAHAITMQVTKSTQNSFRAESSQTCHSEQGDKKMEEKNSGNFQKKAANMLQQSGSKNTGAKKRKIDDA
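RECQ1T1 50 nM; forked duplex (20 bp + 30-nt ss tails) 200 nM, ATP 2 mM final; pH 8.0, 2 mM MgCl2, 2.5 ug/ml poly(dI-dC); 15 min compound preincubation; discontinuous kinetic read over 2 h at RT.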
L3MBTL1 block: L3MBTL1 (human) inhibition. Q9Y468. AlphaScreen L3MBTL1–H3K9me1 peptide binding. Potency, µM (doses to about 57.1 µM), inactives show at the highest dose activity, negative = inhibition, actives largely listed as inhibitors. 0.66% of 230,000 active. AID 485360; also: % is scaled to controls: 0 for no effect and ±100 for the full control effect; nearly all actives have a fitted effect of over 60% in size
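L3MBTL1 50 nM + b-AHA-H3(1-15)K9me1 75 nM, 30 min RT; compound added, 30 min RT; streptavidin donor/Ni-chelate acceptor beads 10 ug/mL each final, 30 min RT dark; AlphaScreen read.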
SMN2 splice up: SMN2 splice variant enhancement. HEK293 SMN2-luciferase splicing reporter, luminescence, 30-36 h. 2.8% of 210,000 active. AID 1458. Potency, µM (series often up to 46.1 µM), without a hit: at the highest dose activity change, positive = activation, usual class: activators; also: % of control where 0% means no effect; nearly all actives have a fitted effect of over 55% in size
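HEK293 cells carry an SMN2 minigene-luciferase reporter in which exon 7 inclusion puts luciferase in frame. Cells were seeded at 2000 cells/well, attached for 10-12 hours, then exposed to compounds for 30-36 hours at 37C before ONE-Glo luminescence.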
ALDH1A1 block: blocks purified human ALDH1A1 activity; P00352; Purified ALDH1A1, NADH fluorescence, propionaldehyde substrate; Potency, µM (titrated, usually from 75.3 µM), inactives show at the highest dose activity, negative = inhibition, hits mostly inhibitors; 7.3% of 220,000 active; active = well fitted inhibition curve with a large enough effect, not every such curve was filed as active; inconclusive = small, poorly fitted or top-dose-only effect, or another doubt; inactive = no such curve, though single readings can be large or run the other way;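 also: plate controls were no enzyme wells and a reference inhibitor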
KinaseGlo FLuc: Kinase-Glo luciferase inhibition (counter-screen). Q27757. Kinase-Glo luciferase, ATP luminescence, 8 min. Potency, µM (doses to about 38.3 µM), without a hit: top-dose activity change, negative = inhibition, most hits filed as inhibitors. 0.28% of 200,000 active. AID 1379; also: % is scaled to controls: 0 for no effect and ±100 for the full control effect; nearly all actives have a fitted effect of over 60% in size
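Compound is pinned into ATP-containing buffer (10 uM ATP, imidazole pH 7.2, 7 mM MgCl2). Kinase-Glo luciferase reagent is then added. Light output is recorded following an 8-min room-temperature incubation.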
Tau ThT inhib: tau fibrillization inhibition (ThT binding); P10636; recombinant tau K18 P301L, heparin-induced fibrillization, ThT fluorescence; Potency, µM (series often up to 57.4 µM), for the others: at the highest dose activity, negative = inhibition, actives largely listed as inhibitors; 2.1% of 270,000 active; also: % is scaled to controls: 0 for no effect and ±100 for the full control effect; nearly all actives have a fitted effect of over 55% in size
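Fibril formation assay: tau K18 P301L at 15 uM with trace Alexa 594 label, heparin inducer 20 uM, pH 7 sodium acetate buffer, 37 C for 6 hr; endpoint ThT signal.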
JMJD2E inh: inhibitors of human JMJD2E histone demethylase. JMJD2E catalytic domain, FDH-coupled NADH fluorescence (FDH is formaldehyde dehydrogenase). B2RXH2. 1.6% of 230,000 active. AID 2147. Potency, µM (top dose mostly 57.1 µM), for inactives: at the top dose activity change, negative = inhibition, hits mostly inhibitors; active = well fitted inhibition curve with a large enough effect, not every such curve was filed as active; inconclusive = small, poorly fitted or top-dose-only effect, or another doubt; inactive = no such curve, though single readings can be large or run the other way;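 also: 0% = wells with enzyme and -100% = buffer wells without enzyme; nearly all actives have a fitted effect of over 50% in size; many of its hits are not listed in these tables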
Target sequence (B2RXH2 1-337 limits assumed): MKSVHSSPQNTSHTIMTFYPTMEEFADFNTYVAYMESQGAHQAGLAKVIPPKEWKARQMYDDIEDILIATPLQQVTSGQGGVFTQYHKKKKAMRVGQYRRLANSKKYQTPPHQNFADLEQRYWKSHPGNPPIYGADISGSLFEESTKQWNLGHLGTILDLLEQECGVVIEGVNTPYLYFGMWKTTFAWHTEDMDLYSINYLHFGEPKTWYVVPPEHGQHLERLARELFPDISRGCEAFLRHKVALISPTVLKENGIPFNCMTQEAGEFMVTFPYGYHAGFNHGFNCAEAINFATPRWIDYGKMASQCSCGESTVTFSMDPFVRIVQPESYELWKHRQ
* = called active by the depositor; i = inactive; ? = inconclusive; · = not tested or not shown; & = joins results of further samples; ! = repeats disagree; [ ] = another dose, or the depositor's remark. Unless noted, calls follow the shape of the dose curve; as a rule, active = well fitted curve in the direction sought with a large enough effect; inconclusive = small, poorly fitted or top-dose-only effect, or another doubt; inactive = no such curve, though single readings can be large; an effect the other way counts as inactive or inconclusive. Potency is read from the fitted curve at half-maximal effect. The list is partial; rates above refer to the full screens.

Order of values – Tau ThT inhib	RECQ1 inh	JMJD2E inh	L3MBTL1 block	KinaseGlo FLuc	SMN2 splice up	Lamin A splicing	ALDH1A1 block
> O=C1CN(C(=O)CN2CCCCC2)C(c2ccccc2)c2cc(Br)ccc2N1 (centres undefined)
  1%	3%	7%	8%[11.4 µM]	-1%	19%	11%	-12%
> CN(C(=O)c1ccc(Cl)nc1)C1(c2ccccc2Cl)CCCCC1=O (centres undefined)
  -3%	-5%	16%	8%	-2%	2%	0%[46 µM]	6%
> O=C(c1cc(-c2ccccc2)on1)N1CCC2(CC1)OCCO2
  -5%	-2%	-6%	-8%	-1%	18µM*	-11%[46 µM]	2%
> Cc1nn(-c2ccccc2)c2c1P(=O)(O)/C(=C1\N(C)c3ccccc3C1(C)C)C=N2
  ?	-8%	-13%	5%	-3%	17%	?	-4%
> CCN(CC)CCNC(=O)c1nn(-c2ccc(C)cc2)c(=O)c2c1c1ccccc1n2C
  1%	-7%	?	·	2%	18%	1%	?
> CCOC(=O)c1nc2ccccc2c(=O)n1-c1cccc(C)c1
  -10%	-7%	4%	·	-5%	0%	-3%	-6%
> COc1ccc(C(CC(=O)N2CCC3(CC2)OCCO3)NS(=O)(=O)c2ccc(F)cc2)cc1 (centres undefined)
  -9%	-10%	0%	1%	-4%	-5%	0%	-5%
> CCCCCc1nc2ccccc2c(=O)n1-c1ccccc1[N+](=O)[O-]
  -6%	10%	1%	-14%	0%	·	?	?
> c1coc(CNc2ncnc3nc[nH]c23)c1
  -3%&-2%&-13%	-4%	-1%	6%	-2%	-47%[inhibitor]	3%&-5%	9%
> Cc1ncc(CN2CCCC(C(=O)c3cccc(Cl)c3)C2)s1 (centres undefined)
  3%	-7%	0%	-7%	-6%	·	-8%[46 µM]	?
> N#CC(C#N)=NNc1ccc(S(=O)(=O)N2CCCC2)cc1
  18µM*	4%	-4%	-9%	1%	0%	?	?
> Oc1ccccc1-c1ccccc1
  ·	2%	·	·	·	-3%	6%	18µM*
> CCCCN1CC(O)=C(c2nc3ccccc3s2)C1=N
  ?	-3%	-9%	-1%	-2%	5%	-2%	?
> CN(C)Cc1c[nH]c2ccccc12
  -18%&-10%	10%	?	-3%	-4%	-1%	-19%	-4%
> O=C(c1cccs1)N1C2CCC1CC(O)(c1cccnc1)C2 (centres undefined)
  -7%	-14%	2%	-10%	2%	-2%	12%	7%
> COc1cc(-n2c(=S)[nH]c3ccc(C)cc3c2=O)c(Cl)cc1Cl
  -7%	i	-20%	-18%	0%	-6%	·	-5%
> O=C1NC(=S)NC(=O)C1=Cc1cccn1-c1ccc(O)cc1
  25µM*	-11%	-5%	·	-5%	11%	·	20µM*
> CN1CCN(c2ccc([N+](=O)[O-])c(NCC3CCCO3)c2)CC1 (centres undefined)
  3%	0%	-4%	-15%	·	·	-11%	15%
> O=[N+]([O-])O[C@H]1CO[C@H]2[C@H]1OC[C@@H]2O[N+](=O)[O-]
  ·	-6%[25.9 µM]	-1%[25.5 µM]	·	-1%[17.1 µM]	3%[20.6 µM]	-16%	?
> CCC(=O)N1CC(=O)Nc2ccc(F)cc2C1c1ccccc1 (centres undefined)
  -6%	-9%	2%	·	3%	-1%	-6%	-4%
> OCC(CBr)(CBr)CBr
  ·	-1%	·	9%	·	14%	·	18µM*
> COc1cccc(O)c1CN1CCCC(C(=O)c2sccc2C)C1 (centres undefined)
  -6%	-6%	1%	-6%	-4%	·	-7%[46 µM]	-4%
> COc1ccc(OC)c(C(c2c(O)c3ccccc3oc2=O)c2c(C)n(C)n(-c3ccccc3)c2=O)c1 (centres undefined)
  ?	-2%	-6%	·	0%	-24%&0%	13%[9.22 µM]	1%
> O=c1[nH]c(=S)[nH]c(O)c1N=Nc1ccc2c(c1)OCO2
  4µM*	-13%	0%	0%	?	18%	4%[9.22 µM]	1%
> C=C(C=O)CC1CC(O)[C@]2(C)OC3CC4OC5C[C@]6(C)O[C@]7(C)CCC8OC9C[C@]%10(C)OC%11C(C)=CC(=O)OC%11CC%10OC9C[C@@H](C)C8OC7CC6O[C@]5(C)CC5OC5C4OC3CC2O1 (some centres undefined)
  ?	i	0%	0%	·	·	·	4.5µM*
> c1ccc2sc(C3(N4CCCCC4)CCCCC3)cc2c1
  -3%&-5%&-8%	-1%&3%&-8%	3%&0%	·	-5%&0%	-15%&-11%	?	3%&9%&10%
> COc1ccc(CCNC(=O)c2c(N)n(CCN3CCOCC3)c3nc4ccccc4nc23)cc1
  ?	2%	?	23%	-3%	-11%	11%	?
> C[C@@]1(CO)[C@H](O)CC[C@@]2(C)[C@H]1CC[C@H]1C[C@@H]3C[C@@]12CC[C@]3(O)CO
  -5%&-1%	i	0%	0%	1%	-81%&-57%[inhibitor]	?	-2%&11%
> CC(c1ccccc1F)n1cc(C(=O)Nc2ccc3nc[nH]c3c2)nn1 (centres undefined)
  6%	i	5%	5%	·	·	3%	?
> CC1CN=C(Nc2ccc(F)cc2)S1 (centres undefined)
  -1%	-10%	2%	3%	2%	3%	-13%[46 µM]	2%
> CCOC(=O)CSc1ncnc2c1cnn2-c1ccccc1
  ?	-3%	-6%	·	-9%	?	0%	?
> C=CCn1c(O)c(C(CC)=Nc2cc(OC)ccc2OC)c(=O)[nH]c1=O
  ?	6%	-23%	·	2%	?	-9%	?
> CCOC(=O)c1cc(-c2csc(COc3ccc(Cl)cc3)n2)on1
  ?	i	-2%	1%	·	·	·	1%
> O=C1NC(=O)C(=Cc2cn(CCOc3ccc4c(c3)OCO4)c3ccccc23)C(=O)N1
  ?	-5%	1%	·	-4%	-41%[inhibitor]	0%	?
> CCCCCC[C@H]1C(=O)O[C@H](C)[C@H](NC(=O)c2cccc(NC=O)c2O)C(=O)O[C@@H](C)[C@@H]1OC(=O)CC(C)C
  -13%	i	?	·	0%	·	·	?
> O=c1cc(CO)occ1O
  -3%	-15%	25µM*	·	-2%	·	·	-2%
> O=C1OC(=O)C2C3CCC(O3)C12 (centres undefined)
  -10%&0%&-3%	-7%&-2%	22µM*!	3%	-4%&0%&-5%	-22%&-23%	?	-6%&-10%&-9%
> CCc1ccc(CNCCc2ccc(F)cc2)cc1
  -8%	-5%	-5%	34%[activator]	0%	-11%	?	0%
> c1cncc(CNCCc2c[nH]c3ccccc23)c1
  -15%	0%	3%	·	-1%	1%	·	-4%
> Clc1ccccc1Nc1ncnc(-n2cccc2)n1
  -5%	i	-25%	15%	-4%	?	4%	-10%
> CC(C)CC12CN3CCN(CC(C3)/C1=N/O)C2
  1%	10%	5%	-2%	-3%	-9%	-8%	?
> O=C(COC(=O)c1cccc(O)c1)Nc1ccc(Cl)cc1C(=O)c1ccccc1
  -5%	-10%	-5%	-8%	·	·	-2%	-9%
> CCN1CC2(COC(=O)c3ccccc3N)CCC(OC)C34C5CC6C(OC)CC(O)(C5C6OC)C(O)(C(OC)C23)C14 (centres undefined)
  -11%	-5%	?	·	-4%	17%	?	?
> O=C(CCCCCCCCCCC(=O)NCc1cccnc1)NCc1cccnc1
  ?	-4%	4%	-6%	·	·	·	·
> Cc1ccccc1C1=NCC(=S)Nc2ccc(Cl)cc21
  9%	-10%	3%	6%	-1%	-7%	-4%	2%
> Nc1ccc(C2(c3ccc(N)cc3)CN3CCC2CC3)cc1
  -1%	i	12%	·	-5%	1%	-6%	8%
> O=C(NCc1ccco1)c1ccc(Cn2c(=O)c3ccccc3n(Cc3cccc(F)c3)c2=O)cc1
  -15%	-1%	-7%	·	8%	-1%	13%	?
> COc1ccc2c(c1)/C(=C/c1cnc[nH]1)C(=O)N2
  14µM*	-7%&-7%	-1%	·	-3%	-74%[inhibitor]	?	4%
> CC(C)C1(C)N=C(c2ncccc2C(=O)O)NC1=O (centres undefined)
  -7%	-2%	-16%	·	2%	-7%	14%	-14%
> Cc1cc(C=C2C(=O)N(C)C(=O)N(C)C2=O)c(C)n1-c1ccccc1
  ?	i	-6%	·	-7%	3%	18%[46 µM]	?

(further entries)
Order of values – Tau ThT inhib	RECQ1 inh	JMJD2E inh	L3MBTL1 block	KinaseGlo FLuc	SMN2 splice up	Lamin A splicing	ALDH1A1 block
> O=C1Nc2ccccc2/C1=C/c1cnc[nH]1
  ?	i	2%	-3%	-2%	?	6%	14%
> CN(C)c1ccc(/C=C/[N+](=O)[O-])cc1
  10µM*	-6%	-2%	-4%	-7%	11µM*	?	?
> CCn1c(=N)n(Cc2ccccc2F)c2ccccc21
  9%	-1%	0%	2%	-2%	-10%	1%	-6%
> Cc1cccc(-n2c(-c3ccco3)nc3ccccc3c2=O)c1C
  1%	i	-7%	-4%[2.29 µM]	3%	-40%[inhibitor]	·	-4%
> CN(C)/C=c1\sc2c(C#N)cc(C(=O)c3ccc(Br)cc3)n2c1=O
  -3%	-11%	5%	-3%[11.4 µM]	0%	0%	4%	2µM*
> CC(C)C(=O)Nc1ccc(C(=O)NCc2cccnc2)cc1
  -7%	i	0%	13%	0%	-5%	?	-1%
> CC(Cc1ccccc1Sc1ccccc1O)N(C)C (centres undefined)
  0%	-9%	4%	·	1%	2%	-4%	7%
> CC#CP(=O)(OC)C(O)(CF)c1ccccc1 (centres undefined)
  0%	8%	-1%	-3%	2%	-4%	2%	5%
> c1ccc(C(OCCN2CCNCC2)c2ccccc2)cc1
  -10%	-3%	-7%	·	-8%	23%	9%	4%
> COC(=NC1CCCCC1)C(O)c1c[nH]c2ccccc12 (centres undefined)
  -5%	-4%	0%	·	-9%	-5%	-4%	-5%
> Cc1cc(C)nc(NS(=O)(=O)c2ccc(N=Cc3c(O)n(C)c(=O)n(C)c3=O)cc2)n1
  -10%	i	?	1%	-2%	-12%	11%[46 µM]	5%
> COc1ccc(NP(=O)(Nc2ccc(OC)cc2)Oc2ccccc2)cc1
  -8%	-3%	0%	-1%	·	·	-8%	0%
